Source: PubChem BioAssay
Mtb FBA inh: Mtb FBA enzyme inhibitors, primary screen, biochemical, fluorescence, strain H37Rv; Fructose-bisphosphate aldolase (Mycobacterium tuberculosis (strain ATCC 25618 / H37Rv)), …; purified M. tuberculosis FBA, fluorescence read-out; inhibition, % at 1 µM; 2.3% of 360,000 active; in the data active = inhibition above about 27%;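 note: 0% = vehicle and 100% = reference inhibitor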
Target sequence (P9WQA3 whole entry, looked up): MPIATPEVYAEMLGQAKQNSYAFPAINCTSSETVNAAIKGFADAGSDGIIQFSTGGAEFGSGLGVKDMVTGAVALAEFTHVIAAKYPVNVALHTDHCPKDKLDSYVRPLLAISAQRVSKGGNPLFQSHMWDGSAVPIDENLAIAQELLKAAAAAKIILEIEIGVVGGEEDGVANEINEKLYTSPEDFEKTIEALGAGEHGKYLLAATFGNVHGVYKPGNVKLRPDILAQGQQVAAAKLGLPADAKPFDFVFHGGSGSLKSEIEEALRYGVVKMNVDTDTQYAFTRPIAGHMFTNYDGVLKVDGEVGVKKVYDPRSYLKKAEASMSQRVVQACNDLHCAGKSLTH
3CLpro inhibitor: SARS-CoV 3CLpro protease inhibitors, primary screen, biochemical, quenched FRET. recombinant SARS-CoV 3CLpro, quenched FRET peptide cleavage. inhibition, % at 6 µM. 0.14% of 290,000 active; in the data active = inhibition above about 12%
UGM FP inh: M. tuberculosis UGM enzyme inhibitors, primary screen, biochemical, fluorescence polarization, single point; inhibition, % at 10 µM; purified UGM, fluorescence polarization probe displacement; 0.06% of 320,000 active; AID 504406, 2011; UDP-galactopyranose mutase (Mycobacterium tuberculosis (strain ATCC 25618 / H37Rv)), …; in the data active = inhibition above about 10%, passing the limit was not always enough
DUSP3 inh: VHR1 phosphatase inhibitors, primary screen, biochemical, absorbance, uHTS; inhibition, % at 13.3 µM; 0.52% of 290,000 active; recombinant VHR phosphatase, pNPP absorbance; Dual specificity protein phosphatase 3 (Homo sapiens), P51452; in the data active = inhibition above about 50%; note: some compounds called inactive have numbers as strong as hits
Target sequence (P51452 whole entry, looked up): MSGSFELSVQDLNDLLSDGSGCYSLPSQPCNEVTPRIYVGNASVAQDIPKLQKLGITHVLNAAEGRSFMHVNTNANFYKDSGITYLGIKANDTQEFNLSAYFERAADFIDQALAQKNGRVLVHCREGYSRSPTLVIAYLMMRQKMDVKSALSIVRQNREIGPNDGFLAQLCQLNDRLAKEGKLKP
GDH-TPI inh: GDH-TPI coupling enzyme inhibitors, primary screen, artefact control for M. tuberculosis FBA inhibitor project, biochemical, absorbance, full deck; 1.2% of 360,000 active; AID 588335, 2011; GDH-TPI coupled enzyme counterscreen, NADH absorbance; inhibition, % at 4.8 µM; in the data active = inhibition above about 30%;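 note: 0% = DMSO wells and 100% = wells lacking the enzyme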
MazF activator: activators of E. coli MazEF toxin-antitoxin RNase, primary screen, biochemical, fluorescence, uHTS; FAM/BHQ RNA-DNA oligo cleavage fluorescence, 5 h; activation, % at 20 µM; 0.32% of 350,000 active; AID 504720, 2011; in the data active = activation above about 50%
Vc quorum ag: inducers of Vibrio cholerae quorum light production without autoinducers, primary screen, BH1578 luxS cqsA deficient, single point; V. cholerae BH1578 lux reporter, luminescence, 6 h; activation, % at 18.7 µM; 0.16% of 350,000 active; AID 588436, 2011; in the data active = activation mostly above about 9.7%, no sharp cut-off; note: not every result past the cut was called active; inactives centre near 0; reference of the scale not given here
PriA SSB inh: inhibitors of Klebsiella pneumoniae PriA binding to SSB C-terminal tail, primary screen, biochemical, AlphaScreen. AlphaScreen SSBct-PriA binding, biotinylated peptide. inhibition, % at 33 µM. 0.6% of 430,000 active. AID 1272365, 2023; in the data active = inhibition mostly above about 37%, no sharp cut-off; inactive = mostly below about 20%;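 note: plate controls were negative control peptide for no effect and reference peptide for full effect; strong numbers were not always called active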
Rv3671c inh: Rv3671c serine protease inhibitors, primary screen, biochemical, fluorescence polarization, M. tuberculosis H37Rv; inhibition, % at 5.96 µM; 0.048% of 320,000 active; AID 2606, 2010; in the data active = inhibition above about 38%;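 note: extracellular domain of Rv3671c used as enzyme; 0% = enzyme with DMSO and 100% = no enzyme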
Target sequence (P9WHR9 whole entry, looked up, the tested form may be a part): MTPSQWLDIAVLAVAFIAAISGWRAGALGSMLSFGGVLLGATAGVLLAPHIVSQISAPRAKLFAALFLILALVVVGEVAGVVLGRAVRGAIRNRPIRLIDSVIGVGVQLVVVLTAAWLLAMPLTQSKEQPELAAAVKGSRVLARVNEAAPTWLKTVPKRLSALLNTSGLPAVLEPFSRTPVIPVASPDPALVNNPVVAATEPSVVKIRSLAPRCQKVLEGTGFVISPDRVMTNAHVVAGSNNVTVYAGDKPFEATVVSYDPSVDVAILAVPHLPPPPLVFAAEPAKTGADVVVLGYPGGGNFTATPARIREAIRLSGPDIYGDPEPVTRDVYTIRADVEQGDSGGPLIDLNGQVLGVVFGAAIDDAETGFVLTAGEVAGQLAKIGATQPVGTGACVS
Mtb BioA inh: M. tuberculosis BioA enzyme inhibitors, primary screen, biochemical, plate reader, single point, HTS; 7,8-diaminopelargonic acid synthase BioA (Mycobacterium tuberculosis); purified M. tuberculosis BioA enzyme; inhibition, % at 9.99 µM; 0.096% of 360,000 active; AID 602481, 2012; in the data active = inhibition above about 40%
Numbers without * were called inactive; i = inactive; x = no result given; & = joins results of further samples.

SMILES	Mtb FBA inh	3CLpro inhibitor	UGM FP inh	DUSP3 inh	GDH-TPI inh	MazF activator	Vc quorum ag	PriA SSB inh	Rv3671c inh	Mtb BioA inh
CC(C)(C)C(=O)C[n+]1cccc(C(N)=O)c1	-2	3	0.8	14	2	6	2.3	-11	1	0.1
Cc1ccc(CC(=O)N(C)CC(=O)N(CC(C)C)c2c(N)n(CC(C)C)c(=O)[nH]c2=O)cc1C	-2	x	-1.3	x	1	1	-5.1	-3	4	-1.9
CC1(C)CC(=O)C2=C(C1)N=C1SCCC(=O)N1C2c1cccc([N+](=O)[O-])c1 (centres undefined)	-2	4	0.9	13	9	7	0.2	-14	-9	x
CCCNc1nc(C)c(C(C)=O)cc1C#N	1	4	3.2	11	15	10	-0.6	-10	-5	0.4
O=C(CSc1ccc(-c2ccccc2)nn1)Nc1ccc2c(c1)OCCO2	1	5	1.7	-5	-4	-2	2.7	6	-13	x
N#Cc1cc2c(nc1Cl)CCC2	4	9	3.7	6	-6	-6	-1.0	-8	1	-2.6
Cc1ccc(OC(=O)CCc2c(C)nc3ncnn3c2C)cc1	-1	-5	2.1	-12	-2	1	-0.3	0	-4	2.2
Cc1ccc(NS(=O)(=O)c2ccc(CCC(=O)NCc3cccnc3)cc2)cc1	1	1	-1.9	17	-4	-12	i	16	11	1.9
Cc1ccc(-c2onc3ccc(C4OCCO4)cc23)cc1	12	2	0.4	-1	12	3	1.6	-26	5	x
CCc1ccc(CN(C(=O)c2ccco2)C2CCS(=O)(=O)C2)cc1 (centres undefined)	5	-3	-0.5	31	2	6	1.1	10	4	2.3
COc1ccc(C)cc1N(CC(=O)N1CCCCCC1)S(=O)(=O)c1ccccc1	-1	0	-0.3	13	-12	3	-0.5	-2	6	0.5
Cc1ccc(C(C(=O)NC2CCCC2)N(CCCO)C(=O)Cn2nnc(-c3ccc(C)o3)n2)cc1 (centres undefined)	2	1	0.2	-14	-1	1	1.7	-5	0	x
CCOc1ccccc1-c1nc(C(N)=O)c2[nH]c(=O)n(-c3ccc(F)cc3)c2n1	14	-1	-0.2	38	25	-26	-0.1	-21	-4	-1.8
CC(C)[C@H](NC(=O)c1ccccc1)C(=O)OCc1nnc(-c2ccccc2)o1	2	1	1.3	0	2	5	-0.7	-6	6	x
CCOC(=O)c1ccc(NC(=S)NCc2ccccc2)cc1	-1	6	1.9	13	6	8	2.3	-25	-4	2.2
Cc1cc(=O)oc2cc(NC(=O)C(C)Oc3ccccc3)ccc12 (centres undefined)	14	x	0.1	x	7	1	-0.6	-15	1	x
COc1ccc(-c2noc3c2-c2nc(-c4ccccc4C)sc2CC3)cc1	x	x	-1.2	x	x	-4	x	-2	-5	x
Cc1coc2c(C)c3oc(=O)c(CCC(=O)NCCCN4CCOCC4)c(C)c3cc12	12	0	1.2	9	13	2	-0.4	-11	1	-0.5
O=C(c1ccc(Cl)c(S(=O)(=O)N2CCCCCC2)c1)N1CCN(c2ccc(O)cc2)CC1	-3	x	0.8	x	-4	6	i	14	4	2.0
COc1ccccc1/C=C/C(=C1/C(=O)N(c2ccccc2)N=C1C)c1ccc(C)cc1	0	1	-0.7	3	1	8	i	1	-7	x
CC1CCc2sc(C(=O)NC(C)C3CCCO3)cc2C1 (centres undefined)	-2	-3	-0.4	6	-7	-1	0.0	-4	-1	0.2
COC(=O)c1sc(N)c(C(=O)OC)c1COC(=O)C12CC3CC(CC(O)(C3)C1)C2	3	-3	0.4	26	5	12	-0.2	-1	-10	10.0
Cc1ccc2c(c1)cc1c(=O)n(CC(=O)N3CCCC3)nc(C)n12	6	-2	-0.9	7	9	1	i	-8	0	-1.6
O=C1CC(NCc2ccc3c(c2)OCO3)C(=O)N1Cc1ccc2c(c1)OCO2 (centres undefined)	-1	2	2.1	18	-4	7	i	-16	-3	-0.3
CN1C(=O)S/C(=C/c2ccccc2OCc2ccc(C(=O)O)cc2)C1=O	0	1	0.6	6	10	4	i	5	4	x

Remaining list, next part:
SMILES	Mtb FBA inh	3CLpro inhibitor	UGM FP inh	DUSP3 inh	GDH-TPI inh	MazF activator	Vc quorum ag	PriA SSB inh	Rv3671c inh	Mtb BioA inh
COc1ccccc1NC(=O)c1ccc(COc2ccc3c(c2)CCC3)cc1	-2	4	3.7	-4	8	-9	-0.4	-1	0	-1.0
CCN(Cc1ccccc1)C(=O)CCS(=O)(=O)c1ccc2c(c1)n(C)c(=O)c(=O)n2C	10	-5	3.6	-2	19	5	0.1	-6	2	34
O=C(CN(C(=O)Cn1nnc(-c2ccc(F)cc2)n1)c1cnc2ccccc2c1)NCC1CCCO1 (centres undefined)	-4	3	-0.7	23	0	-19	-0.1	2	-9	x
CCOC(=O)c1sc(Nc2ccccc2)nc1C	2	4	3.3	12	30	2	3.4	2&-22	-15	-0.1
CCN(CC(=O)Nc1ccc2c(c1)OCCO2)CC(=O)Nc1ccccc1C(F)(F)F	3	x	-1.0	x	-5	1	-3.4	-12	-11	2.1
COC(=O)c1sccc1NC(=O)c1cccs1	1	2	2.3	14	1	-2	-0.6	-3	4	0.4
C=CCON1C(=O)c2ccccc2C1=O	0	-2	0.3	8	-11	-5	-0.3	-2	0	-0.8
Cc1cccc(C(=O)Nc2cccnc2Cl)c1	-5	5	0.7	-11	-1	13	-0.3	4	5	0.7
Clc1cccc(C[n+]2cc(-c3ccccc3)n3c2CCC3)c1	18	2	0.4	5	6	-8	-0.3	-7	9	-1.4
CSCC[C@H](NC(=O)[C@H](Cc1ccccc1)n1c(=O)[nH]c2ccccc2c1=O)C(=O)N1CCC(C(=O)O)CC1	8	2	1.3	28	10	5	-0.4	-2	3	-0.9
CCc1nc2ccc(C(=O)N(C)CCN(C)C)cn2c1N(CC)C(=O)NCCc1ccccc1	3	x	x	x	-5	x	-0.5	x	x	0.5
O=c1cc(CSc2ccccc2)[nH]c2ccccc12	2	2	-0.7	-5	1	9	-1.2	-12	-10	1.6
NS(=O)(=O)c1ccc(CCNC(=O)CN2CCN(c3ccccc3F)CC2)cc1	3	-3	1.3	-10	4	-2	-0.2	-8	1	x
Cc1cccc(Oc2ccc(NC(=O)c3ccccc3C(=O)O)cc2)c1C	1	5	0.6	11	8	-3	-0.4	-4	8	0.5
CCN(CC1COc2ccccc2O1)C(=O)CN1C(=O)NC(C)(c2ccc(C)cc2)C1=O (centres undefined)	4	x	-0.5	x	-1	0	i	-2	-8	0.3
Cc1nnc(SCC(=O)NC2CC2)n1CC1CCCO1 (centres undefined)	0	6	0.1	8	-1	3	i	-1	-2	x
Cc1cccn2cc(CNC(=O)c3ccco3)nc12	1	-1	8.2	32	4	1	x	-15	-7	0.7
CCOC(=O)C1=C(C)N(CCO)C(=O)NC1c1ccccc1 (centres undefined)	0	3	4.1	-6	-3	3	-0.1	-13	-2	-3.2
CN1C(C(=O)N2CCc3ccccc3C2)=CC(c2ccc(F)cc2)=NS1(=O)=O	2	0	1.2	7	18	1	-2.1	2	4	-0.1
C=CCn1c2ccccc2c2nnc(SCc3ccc4nonc4c3)nc21	2	-1	-1.7	-9	4	-6	3.1	-11	1	0.1
CCOC(=O)Nc1ccc2ncn(C)c(=O)c2c1	7	4	4.0	-13	11	5	-0.2	-6	-6	0.6
Cc1cc(C)cc(NS(=O)(=O)c2ccc(NC(=S)Nc3ccccc3)cc2)c1	-4	0	-0.6	3	-6	-6	-0.1	-11	-2	x
O=[N+]([O-])c1cnc[nH]1	3	x	-0.8	x	2	3	-0.6	0	-5	-2.4
CC12CCC(C(=O)N(CSC(=S)N/N=C\c3ccccc3Cl)C1=O)C2(C)C (centres undefined)	1	-2	-0.4	8	25	10	-0.6	x	4	-0.2
Cc1ccccc1NS(=O)(=O)c1cc2c3c(c1)C(C)C(=O)N3CCC2 (centres undefined)	1	3	-2.2	-4	-1	11	-2.9	-8	0	-0.6

(more compounds)
SMILES	Mtb FBA inh	3CLpro inhibitor	UGM FP inh	DUSP3 inh	GDH-TPI inh	MazF activator	Vc quorum ag	PriA SSB inh	Rv3671c inh	Mtb BioA inh
O=C(Oc1ccc(C(=S)N2CCOCC2)cc1Cl)c1ccccc1F	-2	2	0.2	-4	7	-1	i	-20	2	-1.2
CC1CCN(C2CC(=O)N(c3ccccc3)C2=O)CC1 (centres undefined)	-1	0	-1.1	22	-1	4	i	6	2	0.2
CC(=O)OC[C@@H]1CN(Cc2ccccc2)C[C@H](n2cnc3c(N4CCOCC4)ncnc32)O1	-2	x	x	x	0	x	-0.2	x	x	0.2
CN(CC(=O)Nc1ccccc1Br)C(=O)c1cccn1C	3	x	3.8	x	7	4	-12	-3	3	-0.5
O=C1CCC(C(=O)N2CCCC(Nc3ccc(F)cc3)C2)=NN1 (centres undefined)	2	-1	-1.3	10	-6	3	i	-11	-3	-1.4
O=[N+]([O-])c1cc(Cl)cc(/C=N/n2cnnc2)c1O	-15	2	1.8	17	15	3	i	x	-2	x

Entries above containing a Cl atom (seven):
SMILES	Mtb FBA inh	3CLpro inhibitor	UGM FP inh	DUSP3 inh	GDH-TPI inh	MazF activator	Vc quorum ag	PriA SSB inh	Rv3671c inh	Mtb BioA inh
N#Cc1cc2c(nc1Cl)CCC2	4	9	3.7	6	-6	-6	-1.0	-8	1	-2.6
O=C(c1ccc(Cl)c(S(=O)(=O)N2CCCCCC2)c1)N1CCN(c2ccc(O)cc2)CC1	-3	x	0.8	x	-4	6	i	14	4	2.0
Cc1cccc(C(=O)Nc2cccnc2Cl)c1	-5	5	0.7	-11	-1	13	-0.3	4	5	0.7
Clc1cccc(C[n+]2cc(-c3ccccc3)n3c2CCC3)c1	18	2	0.4	5	6	-8	-0.3	-7	9	-1.4
CC12CCC(C(=O)N(CSC(=S)N/N=C\c3ccccc3Cl)C1=O)C2(C)C (centres undefined)	1	-2	-0.4	8	25	10	-0.6	x	4	-0.2
O=C(Oc1ccc(C(=S)N2CCOCC2)cc1Cl)c1ccccc1F	-2	2	0.2	-4	7	-1	i	-20	2	-1.2
O=[N+]([O-])c1cc(Cl)cc(/C=N/n2cnnc2)c1O	-15	2	1.8	17	15	3	i	x	-2	x

Some of the compounds tested; rates above refer to the full screens.
